Screens (PubChem)
H37Rv inhibition: M. tuberculosis growth inhibition, HTS (AID 449762). M. tuberculosis H37Rv growth inhibition, 7H9 media; higher % means a stronger effect. inhibition, % at 25 µM, or IC50 in µM where a hit was titrated. actives 0.59% (n = 330,000); in the data active means a potency from the dose series; inconclusive means inhibition above about 70% without an active follow-up result;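 further: bacterial growth assessed after seven days of incubation; strong numbers were not always called active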
M. tuberculosis: growth inhibition of non-replicating M. tuberculosis (AID 488890); actives 0.39% (n = 320,000); inhibition, % at 25 µM; hits with a dose series show IC50 in µM; Mycobacterium tuberculosis non-replicating, growth inhibition; higher % means a stronger effect; in the data active means a potency from the dose series; inconclusive means inhibition mostly from about 82% at the one dose, without a potency; inactive means the rest, 99 in 100 with inhibition below about 76%;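 further: plate controls were DMSO cells for no effect and high antibiotic wells for full effect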
influenza NS1A: H1N1 influenza NS1A inhibitors, functional cell based assay (AID 504329); NS1A functional cell-based assay, percent inhibition; higher % means a stronger effect; inhibition, % at 12.5 µM; hits with a dose series show IC50 in µM; actives 0.3% (n = 340,000); in the data active means a potency from the dose series; inconclusive means inhibition above about 27% without an active follow-up result; further: strong numbers were not always called active
VEEV TC-83 Vero: inhibitors of VEEV TC-83 cytopathic effect, confirmation, Vero cells (AID 588727); Vero cells, VEEV TC-83 cytopathic effect inhibition; higher % means a stronger effect; inhibition, % at 20 µM, or IC50 in µM where a hit was titrated; actives 0.13% (n = 350,000); in the data active means a potency from the dose series; inconclusive means inhibition mostly from about 14% at the one dose, without a potency; inactive means the rest, 99 in 100 with inhibition below about 12%; further: strong numbers were not always called active
Salmonella PhoP GFP: Inhibition of PhoP regulon, Salmonella typhi GFP reporter cells, confirmation, 4 h (AID 1850); actives 0.33% (n = 310,000); inhibition, % at 50 µM, or IC50 in µM where a hit was titrated; Salmonella Typhi PhoP-promoter GFP reporter, fluorescence, 4 h; higher % means a stronger effect; in the data active means a potency from the dose series; inconclusive means inhibition mostly from about 25% at the one dose, without a potency; inactive means the rest, 99 in 100 with inhibition below about 19%;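 further: 0% = induced wells with vehicle and 100% = uninduced wells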
VEEV TC-83 Vero 10K pilot screen: recorded beside VEEV TC-83 Vero, whose call it bears; inhibition, %; measured here: 10K pilot screen inhibition
Active calls of the source: *; i = inactive; ? = inconclusive; / = no result given. The order is random; about 1.6% have a hit in one of these screens.

SMILES	H37Rv inhibition	M. tuberculosis	influenza NS1A	VEEV TC-83 Vero	Salmonella PhoP GFP	others
CN(C(=O)c1cccc(NC(=O)Cc2ccc(NC(=O)C3CCCN(C(=O)CCc4ccccc4)C3)cc2)c1)C1CCCCC1 (stereo unspecified)	/	/	-3%	6.7%	/
CC(C)COc1ccc(C(=O)N/N=C/c2ccoc2)cc1	-4%	15%	-2%	1.3%	-12%
Cc1ccccc1-c1nnc(SCC(=O)Nc2c(C)n(C)n(-c3ccccc3)c2=O)o1	4%	-6%	8%	0.4%	3%
Cc1ccc(S(=O)(=O)c2c(C)cc(-c3ccccc3)[nH]c2=O)cc1	3%	14%	12%	3.3%	2%
O=[N+]([O-])c1cc(Cl)ccc1N1CCCCC1	-3%	-5%	15%	0.5%	-5%
Cc1c(/C=C(\C#N)C(=O)NCc2ccccc2)cc(C#N)n1C	7%	-7%	0%	1.9%	2%
CC(CN1CCCC1)OC(=O)c1ccc(Cl)cc1Cl (stereo unspecified)	4%	4%	0%	0.2%	-8%
O=C(Nc1ccccc1C(F)(F)F)NC1CCCCC1	-1%	9%	1%	i	-8%
Cc1ccc(C(=O)NNC(=O)C2CCN(Cc3ccccc3)CC2)cc1	-8%	-11%	-10%	0.4%	7%
Cn1cccc1C(C#N)c1cccc(F)c1C#N (stereo unspecified)	1%	28%	7%	0.2%	6%
Oc1ccc2ccc(Cl)cc2c1	/	/	-2%	0.7%	/
COc1ccc(S(=O)(=O)NCc2ccccn2)cc1NC(=O)c1ccc(Cl)cc1	5%	28%	1%	9.1%	12%
c1cc2c(c(NCc3ccncc3)c1)CCCC2	2%	27%	-1%	1.6%	1%
COc1cccc(CNC(=O)c2ccc(C)c(S(=O)(=O)N3CCOCC3)c2)c1	-4%	-13%	-4%	4.6%	3%
C=CCn1c(SCC(=O)c2cccs2)nc2sc(C)c(C)c2c1=O	4%	-8%	1%	25µM*	-5%
COc1ccc(C)cc1NC(=O)CSc1nnc(COc2ccccc2)n1Cc1ccco1	-5%	33%	16%	7.3%	-2%	VEEV TC-83 Vero 10K pilot screen=6.9
CCOC(=O)c1sc(NC(=O)c2ccccc2OC)nc1C	-1%	-32%	-5%	0.5%	-14%
COC(=O)c1cc2n(n1)CCN(Cc1ccc(OC)cc1)C2=O	-3%	-23%	-4%	0.8%	4%
Cc1cc(C)c2cc3c(N)c(C(=O)N4CCOCC4)sc3nc2c1	-1%	6%	9%	1.9%	1%
O=C(NCCCCCCOC1=NS(=O)(=O)c2ccccc21)C(=O)Nc1ccccc1	8%	39%	6%	0.9%	-7%	VEEV TC-83 Vero 10K pilot screen=1.9
CC(=O)Nc1ccc(C(=O)OC2CCCCC2=O)cc1 (stereo unspecified)	-4%	-8%	-21%	3.1%	3%
C=C(C)[C@@H]1CC=C(CN2CCN(Cc3ccccc3)CC2)CC1	?	?	2%	1.4%	3%
COc1ccc2[nH]c3c(c2c1)CCN1C(=O)C(CC(=O)NCCC2=CCCCC2)C[C@H](C(=O)N2CCCCC2)[C@@]31CCc1ccccc1 (stereo partly specified)	/	/	-5%	4.4%	/
CCOC(=O)C1=NOC2C(=O)N(c3ccc(Cl)cc3Cl)C(=O)C12 (stereo unspecified)	-1%	-7%	-16%	i	1%

Quoted at random: 2 records from the list.
SMILES	H37Rv inhibition	M. tuberculosis	influenza NS1A	VEEV TC-83 Vero	Salmonella PhoP GFP	others
O=C(NCCCCCCOC1=NS(=O)(=O)c2ccccc21)C(=O)Nc1ccccc1	8%	39%	6%	0.9%	-7%	VEEV TC-83 Vero 10K pilot screen=1.9
COc1cccc(CNC(=O)c2ccc(C)c(S(=O)(=O)N3CCOCC3)c2)c1	-4%	-13%	-4%	4.6%	3%

Five structures out of the list, ordered by heavy-atom count, falling:
SMILES	H37Rv inhibition	M. tuberculosis	influenza NS1A	VEEV TC-83 Vero	Salmonella PhoP GFP	others
Cc1ccccc1-c1nnc(SCC(=O)Nc2c(C)n(C)n(-c3ccccc3)c2=O)o1	4%	-6%	8%	0.4%	3%
COC(=O)c1cc2n(n1)CCN(Cc1ccc(OC)cc1)C2=O	-3%	-23%	-4%	0.8%	4%
CC(CN1CCCC1)OC(=O)c1ccc(Cl)cc1Cl (stereo unspecified)	4%	4%	0%	0.2%	-8%
Cn1cccc1C(C#N)c1cccc(F)c1C#N (stereo unspecified)	1%	28%	7%	0.2%	6%
O=[N+]([O-])c1cc(Cl)ccc1N1CCCCC1	-3%	-5%	15%	0.5%	-5%

Next entries.
SMILES	H37Rv inhibition	M. tuberculosis	influenza NS1A	VEEV TC-83 Vero	Salmonella PhoP GFP	others
CCOC(=O)c1ccsc1NC(=O)c1ccco1	-2%	14%	-15%	0.8%	-2%
O=C(Nc1ccncc1)c1cc(S(=O)(=O)N2CCOCC2)ccc1Cl	-3%	-12%	-6%	i	3%
CN(C)c1ccc(P(=S)(N(C)C)N(C)C)cc1	-2%	19%	14%	3.4%	9%
O=C(Cc1cccc(C(F)(F)F)c1)NCc1ccc(Cl)cc1Cl	12%	12%	-1%	i	-6%
N#CCCN(CCC#N)C(=O)c1ccc2c(c1)OCO2	-3%	-11%	1%	1.5%	5%
CC(C)(CS(=O)(=O)[O-])NC(=O)CC[N+](C)(C)CCO	-12%	-15%	8%	3.8%	-12%
CCN(CC)S(=O)(=O)c1ccc(Cl)c(C(=O)NNC(=O)c2csc(N3CCOCC3)n2)c1	/	/	-11%	4.6%	/
COc1ccc(/C=N/NC(=O)c2cccnc2)cc1COc1ccc([N+](=O)[O-])cc1	8%	-4%	-16%	11%	8%
COc1cc(OC)cc(-c2n[nH]c(=S)n2-c2cc(OC)ccc2OC)c1	4%	6%	20%	2.5%	-4%
O=C1CCN(CCc2ccccc2)CCN1CCOc1ccccc1	1%	1%	-4%	i	11%
O=C(O)Cc1c[nH]c2ccc(O)cc12	>100µM*	5%	-2%	i	5%
NS(=O)(=O)c1cnccc1Nc1ccc(Cl)cc1	-5%	8%	-2%	i	3%
NC(=O)N=Nc1c(O)[nH]c2ccc([N+](=O)[O-])cc12	-2%	-3%	-5%	0.9%	3%
CN(C)C(=O)CCc1ccc2c3c([nH]c2c1)[C@]1(C)[C@@H](C(=O)N2CCOCC2)C[C@H](CC(=O)NCC24CC5CC(CC(C5)C2)C4)C(=O)N1CC3	/	/	-4%	i	/
Cc1cc(C)cc(NC(=O)c2ccc(CSc3nnc(C)s3)cc2)c1	?	?	15%	11%	1%
CC1CN(Cc2c(O)ccc3c(=O)c(-c4ccccc4Cl)coc23)CC(C)O1 (stereo unspecified)	-11%	-1%	2%	0.4%	-11%
C=CCn1c(-c2csc(-c3ccc(Cl)cc3)n2)n[nH]c1=S	-2%	4%	-7%	2.9%	1%
O=c1[nH]c(=S)[nH]cc1S(=O)(=O)c1cccc(Cl)c1	-2%	-2%	2%	0.6%	7%
Cn1c(CNC(=O)c2ccccc2F)nnc1SCC(=O)N1CCN(c2ccccc2)CC1	5%	-6%	-11%	i	-2%
Cc1cccc2c1N(CCOc1ccccc1Cl)C(=O)C2=O	4%	72%	-5%	5.0%	-7%
CS(=O)(=O)N(CC(O)Cn1c2ccccc2c2ccccc21)c1ccccc1 (stereo unspecified)	0%	21%	9%	5.8%	7%
Cc1sc(NC(=O)CN(C)C2CCCCC2)nc1-c1ccc2c(c1)CCN2S(=O)(=O)c1ccccc1	1%	16%	/	/	2%
Cc1ccc(S(=O)(=O)N2CCOCC2)cc1N/N=C(\C#N)c1nc2ccccc2[nH]1	16%	32%	-9%	1.1%	1%
COc1ccc2cc(/C(C)=N/NC(=O)c3cc(-c4cccnc4)nc4ccccc34)ccc2c1	4%	0%	-4%	0.3%	-11%
COc1ccc(Cl)cc1NC(=O)C[n+]1ccccc1	0%	3%	-1%	0.4%	-2%
COc1ccccc1CNC(=S)NC1CCCCC1	-9%	20%	1%	i	-9%
Nc1ccc(Oc2ncccn2)cc1	-6%	2%	24%	1.4%	-3%
COc1ccc(S(=O)(=O)N2CCOCC2)cc1NC(=O)COC(=O)c1[nH]c(C)c(C(C)=O)c1C	-4%	-3%	2%	2.0%	/
CCC(CC)C(=O)OCC(=O)NC12CC3CC(CC(C3)C1)C2	6%	30%	-4%	i	1%
CCCCNC(=O)CC1N=C2c3ccccc3N=C(SCC(=O)Nc3cccc(OC)c3)N2C1=O (stereo unspecified)	5%	22%	2%	4.8%	-14%	VEEV TC-83 Vero 10K pilot screen=2.1
O=C1c2ccccc2C(=O)N1CSc1nnc2c3ccccc3n(CCc3ccccc3)c2n1	-4%	-10%	14%	1.2%	0%
Cn1nc(C(=O)Oc2cc(=O)n(C)c3ccccc23)c2ccccc2c1=O	8%	-4%	3%	0.9%	-2%
CCCCNC(=O)C(=O)NCC1CCCN1S(=O)(=O)c1cccs1 (stereo unspecified)	1%	11%	-13%	0.2%	1%
O=C(COC(=O)c1ccc(Br)o1)Nc1ccc(Br)cc1	0%	77%	-3%	0.8%	/
C/C(=N\NC(=S)Nc1ccccc1)C1Cc2ccccc2C(=O)O1 (stereo unspecified)	-12%	-4%	/	2.0%	11%
CCCCc1nc(NCCN)c(C#N)c2c1CSC(C)(C)C2	7%	-6%	13%	4.5%	5%
NC1=NC[C@@H](CC2CCCCC2)N1CCc1cc(C(F)(F)F)cc(C(F)(F)F)c1	?	?	-9%	i	/
O=S(=O)(c1ccc(F)cc1)N1CCN(c2ccccn2)CC1	-3%	1%	2%	0.3%	-11%
Cc1cccc(C(=O)NC2CCCCCCC2)c1	4%	68%	2%	0.4%	-1%
CCn1c(=O)c2c(nc(SCC(=O)NC3CCCC3)n2C)n(C)c1=O	-11%	-6%	-8%	0.1%	-4%
CCOc1cc(C)c(S(=O)(=O)NCc2ccccn2)cc1C	1%	12%	-12%	i	11%
COCC(=O)N1CCC(Oc2ccc(C(=O)NCCc3ccncc3)cc2)CC1	-9%	9%	0%	i	3%	VEEV TC-83 Vero 10K pilot screen=1.1
CCOC(=O)/C(C#N)=C1\SS/C(=C(/C#N)C(=O)OCC)S1	47%	?	/	/	17%
COc1ccc(Cl)cc1NC(=O)CN(C)C(=O)c1ccc(N2CCCCCC2)c([N+](=O)[O-])c1	1%	21%	11%	6.4%	3%
Clc1ccccc1OCCCOc1cccc2cccnc12	14%	39%	1%	0.0%	9%
CC(C)n1c(N2CCCC2)nc2c1c(=O)[nH]c(=O)n2C	2%	-3%	-5%	0.4%	-2%
Cc1ccc(-n2c(SCc3nnc4n3CCC4)nnc2-c2ccccc2)cc1	-12%	-6%	5%	1.9%	-14%
